S1P4 antagonist: blocks the human S1P4 receptor. 220,000 tested, 0.26% active. inhibition, % at 4.98 µM. AID 1510. S1P4-expressing cells, antagonist mode, reporter read-out. O95977; in the data active means inhibition above about 29%;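 further: 0% = wells stimulated with agonist and 100% = vehicle wells without agonist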
Target sequence (O95977 whole entry, looked up): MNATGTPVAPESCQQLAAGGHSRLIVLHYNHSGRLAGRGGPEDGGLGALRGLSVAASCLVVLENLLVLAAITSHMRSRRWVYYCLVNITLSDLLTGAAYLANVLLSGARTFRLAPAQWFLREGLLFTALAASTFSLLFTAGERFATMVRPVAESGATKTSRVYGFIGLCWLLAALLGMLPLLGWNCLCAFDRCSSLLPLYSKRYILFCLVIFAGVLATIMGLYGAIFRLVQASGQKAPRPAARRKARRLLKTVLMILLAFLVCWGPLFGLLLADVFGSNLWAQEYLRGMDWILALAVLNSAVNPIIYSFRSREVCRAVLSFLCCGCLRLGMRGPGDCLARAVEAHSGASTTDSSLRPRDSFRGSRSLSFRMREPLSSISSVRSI
RBBP9 inhibitor: inhibitors of human serine hydrolase RBBP9; 220,000 tested, 0.2% active; inhibition, % at 7.94 µM; O75884; recombinant RBBP9, FP-Rh probe fluorescence polarization;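 active means inhibition above the campaign mean of all tested compounds plus 3 SD, cut at about 14% in these data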;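 further: plate controls were DMSO wells with RBBP9 for no effect and wells lacking RBBP9 protein for full effect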
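Measured by – fluorescence polarization · Test system – RBBP9 protein · Input – 2.5 µM RBBP9 dispensing solution, before mixing · Measure – percent inhibition from mP, scaled between DMSO and no-protein wells · Benchmarks – DMSO-treated enzyme wells and wells lacking RBBP9 · Times – preincubation 30 min plus labeling 45 min at 25 °C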
NPY1 pot ag: human NPY-Y1 potentiation or agonism, primary screen | 220,000 tested, 0.37% active | P25929 | activation, % at 3.6 µM | NPY-Y1 expressing cells, potentiator/agonist activation; in the data active means activation above about 33%, passing the limit was not always enough;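 further: cells stimulated with NPY at EC10 then isoproterenol at EC100; 0% = low agonist plus stimulus and 100% = saturating agonist plus stimulus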
Target sequence (P25929 whole entry, looked up): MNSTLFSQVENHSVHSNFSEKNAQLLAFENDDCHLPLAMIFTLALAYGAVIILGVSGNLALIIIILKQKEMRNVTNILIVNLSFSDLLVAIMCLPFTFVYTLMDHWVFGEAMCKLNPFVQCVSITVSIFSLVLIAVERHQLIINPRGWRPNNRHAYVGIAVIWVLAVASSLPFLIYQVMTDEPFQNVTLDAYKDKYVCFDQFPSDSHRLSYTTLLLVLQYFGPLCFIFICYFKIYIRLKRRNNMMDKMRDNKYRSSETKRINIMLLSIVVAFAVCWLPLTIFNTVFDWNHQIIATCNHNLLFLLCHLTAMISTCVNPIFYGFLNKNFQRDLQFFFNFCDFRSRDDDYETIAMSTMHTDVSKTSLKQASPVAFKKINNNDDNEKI
S1P4 agonist: human S1P4 receptor agonism | O95977 | S1P4-expressing cell line, agonist reporter assay | activation, % at 4.98 µM | 220,000 tested, 0.35% active | AID 1509; in the data active means activation above about 11%;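 further: 0% = DMSO vehicle and 100% = reference agonist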
NPY2 pot ag: potentiates or activates human NPY-Y2 receptor; P49146; cells expressing NPY-Y2, potentiator/agonist read-out; activation, % at 3.6 µM; 220,000 tested, 0.45% active; in the data active means activation above about 27%;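 further: cells stimulated with NPY near EC25 plus isoproterenol at EC100; 0% = vehicle plus submaximal agonist and 100% = vehicle plus saturating agonist; some results beyond the cut were filed as inactive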
Runt-CBFb FRET: blocks binding of human RUNX1 Runt domain to CBFb; Q01196+Q13951; Cerulean-Runt/Venus-CBFb FRET ratio 530/480, 1 h; inhibition, % at 20 µM; 220,000 tested, 0.46% active;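 active means inhibition over about 50% at 20 µM in the single-dose screen, limit read from the data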;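 further: 0% = DMSO wells and 100% = excess unlabeled CBFb competitor control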
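Schedule: protein complex preformed 1 h, compound exposure 1 h, room temperature, dark; test system: Cerulean-labeled Runt domain protein; amount: 100 nM per protein; buffer or medium: Tris 50 mM pH 7.5, KCl, K2SO4, 0.01% BSA; read-out: loss of energy transfer signal; detection: FRET fluorescence; controls: 5 µM unlabeled CBFb as full-inhibition high control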
BaF3 parental: reduces parental Ba/F3 cell viability, JAK2V617F counter-screen; CellTiter-Glo ATP luminescence; inhibition, % at 5.6 µM; 220,000 tested, 1.1% active; AID 1486;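 active means inhibition above a per-campaign cutoff, the mean inhibition of all tested compounds plus 3 SD, cut at about 27% in these data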;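 further: 0% = DMSO wells and 100% = JAK Inhibitor I control wells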
Ba/F3 V617F tox: loss of viability in JAK2V617F-driven Ba/F3 cells. Ba/F3 EpoR-JAK2V617F viability, ATP luminescence. inhibition, % at 5.6 µM. 220,000 tested, 1.1% active. AID 1446;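 active means inhibition above the campaign mean plus 3 SD over all tested compounds, cut at about 24% in these data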;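 further: cytokine-independent growth of Ba/F3 cells driven by EpoR plus mutant JAK2; 0% = DMSO-treated cells and 100% = JAK inhibitor I control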
NPY Y1 blocker: NPY-Y1 (human) receptor antagonism; HEK293-CNG Y1 cells, membrane potential fluorescence; NPY at EC95, then isoproterenol; inhibition, % at 3.6 µM; P25929; 200,000 tested, 1% active;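 active means inhibition above the campaign mean inhibition of all tested compounds plus 3 SD, cut at about 20% in these data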;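 further: 0% = DMSO wells given NPY plus isoproterenol and 100% = isoproterenol alone without NPY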
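Material: HEK293 cells with Y1 receptor plus CNG channel; times: compound incubation 1 h at room temperature, readout 45 min post-stimulation; signal: fluorescence, membrane potential probe; read-out basis: fluorescence ratio normalized to % inhibition between controls; benchmarks: full-block control isoproterenol-only wells, zero-block control NPY plus isoproterenol wells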
* = called active by the depositor; / = no result given. No enrichment for hits. About 3.6% of those tested had a hit in this group.

cpd	SMILES	S1P4 antagonist	RBBP9 inhibitor	NPY1 pot ag	S1P4 agonist	NPY2 pot ag
1	Cc1ccc(S(=O)(=O)N2CCSC2c2ccco2)cc1 (centres undefined)	-1	-4	2	0.5	-12
2	CC(C)Oc1ccccc1/C=N/NC(=O)c1ccc(F)cc1	3	-3	5	1.7	-3
3	CCOc1ccc(NC(=O)CCSc2nc3c(c(CC)c2C#N)C(=O)CC(C)(C)C3)cc1	-3	-1	9	-1.9	-10
4	O=C(CN1CCOCC1)NNC(=S)Nc1ccc(Cl)cc1	2	-3	0	3.2	-2
5	CCOc1ccc(-c2nn3c(-c4ccccc4)nnc3s2)cc1	10	-4	6	0.1	10
6	CC(C)(C)NC(=O)C(c1ccncc1)N(C(=O)Cn1nnc(-c2ccc(F)cc2)n1)c1cccc(F)c1 (centres undefined)	-17	1	19	-0.4	3
7	O=C(CSc1nc2ccccc2s1)N/N=C/c1ccco1	-13	0	-5	1.7	10
8	CC(=O)c1ccc(OCCOc2ccc(Cl)c3cccnc23)cc1	-31	1	7	1.3	-11
9	Cc1ccc(SCCC(=O)Nc2ccc(Br)c(C)c2)cc1	1	-12	-30	0.0	-17
10	COc1ccc(C(=O)NNC(=O)c2cc3cc(OC)ccc3oc2=O)cc1	2	-2	14	-0.3	-14
11	O=C(CCCc1ccccc1)Nc1cccc2c1CCCC2	-1	4	-15	-3.3	2
12	Cc1ccc(-c2nc(-c3cccnc3)sc2CC(=O)O)cc1	-13	-1	16	2.2	-3
13	CCOc1ccccc1NC(=O)Nc1cccc(C(C)=O)c1	-7	-7	-10	-1.0	-10
14	O=c1oc2ccccc2cc1-c1nc2c(s1)CCCC2	-13	-2	-20	2.9	-17
15	O=S(=O)(c1ccc(C2CCCCC2)cc1)N1CCOCC1	3	1	2	-2.1	17

cpd	Runt-CBFb FRET	BaF3 parental	Ba/F3 V617F tox	NPY Y1 blocker
1	-1	2	-3	-9
2	-1	4	-5	-2
3	3	3	-2	8
4	6	6	5	-4
5	1	2	4	3
6	-2	-2	2	-2
7	2	5	-2	-3
8	-4	2	-2	-5
9	0	9	5	14
10	0	-1	-6	/
11	9	5	-3	3
12	1	4	0	/
13	1	6	2	3
14	52*	1	-3	5
15	-5	1	-7	-5

A few values from the entries so far:
In S1P4 agonist, O=S(=O)(c1ccc(C2CCCCC2)cc1)N1CCOCC1 has the entry -2.1
In Runt-CBFb FRET, O=C(CSc1nc2ccccc2s1)N/N=C/c1ccco1 has the entry 2
In NPY2 pot ag, Cc1ccc(-c2nc(-c3cccnc3)sc2CC(=O)O)cc1 has the entry -3
In NPY1 pot ag, O=C(CN1CCOCC1)NNC(=S)Nc1ccc(Cl)cc1 has the entry 0
In BaF3 parental, COc1ccc(C(=O)NNC(=O)c2cc3cc(OC)ccc3oc2=O)cc1 has the entry -1
In NPY Y1 blocker, CC(C)(C)NC(=O)C(c1ccncc1)N(C(=O)Cn1nnc(-c2ccc(F)cc2)n1)c1cccc(F)c1 (centres undefined) has the entry -2

Continued.
cpd	SMILES	S1P4 antagonist	RBBP9 inhibitor	NPY1 pot ag	S1P4 agonist	NPY2 pot ag
16	O=C(CN(C(=O)Cn1nnc(-c2cccs2)n1)c1ccc2c(c1)OCCO2)NCc1ccccc1	-23	-8	4	0.8	-1
17	CCN1C(=O)c2cccc3c(NC(=O)c4ccc(OC)c(OC)c4)ccc1c23	7	-2	-9	0.8	-6
18	COC(=O)CSc1ccc2nnc(-c3ccc(F)cc3)n2n1	-20	-1	-6	4.9	10
19	Cc1ccc(C(NC(=O)N2CCN(C)CC2)C(Cl)Cl)cc1F (centres undefined)	-7	0	-16	1.8	10
20	O=C(CCC1CCCCC1)NCc1ccccn1	-28	3	1	-1.8	3
21	O=C1N=c2ccc(Br)cc2=C1c1sc(=S)n(NS(=O)(=O)c2ccccc2)c1O	-24	1	19	1.0	0
22	O=C1CC(Nc2ccc(N3CCOCC3)cc2)C(=O)N1c1cccc(C(F)(F)F)c1 (centres undefined)	-8	-6	18	0.9	14
23	NS(=O)(=O)c1ccc(-c2ccc(/C=N/Nc3ccc(C(=O)O)cc3)o2)cc1	10	4	10	0.3	-9
24	CCOc1ccccc1-n1nnnc1SCC(=O)NC(=O)Nc1ccc2c(c1)OCCO2	-7	-7	-49	2.4	-21
25	O=c1[nH]c(Nc2ccc3c(c2)OCCO3)nnc1Cc1ccccc1	-15	-5	7	1.6	9
26	O=C(CSc1ncnc2sc3c(c12)CCCC3)c1ccco1	0	-5	-14	0.1	4
27	CCOc1cc(C(=O)NC)cc(Br)c1OC	-13	-7	-18	0.1	-4
28	Cc1ccc(S(=O)(=O)C(C#N)c2nc3ccccc3nc2N2CCN(C)CC2)cc1C (centres undefined)	6	7	-20	1.2	4
29	CCOc1ccc(N/C(=C(/C(Cl)=C(Cl)Cl)[N+](=O)[O-])n2cncn2)cc1	-1	8	1	0.7	13
30	COC(=O)c1sccc1NC(=S)N1CCN(c2cccc(C)c2C)CC1	-11	-3	-1	23*	13

cpd	Runt-CBFb FRET	BaF3 parental	Ba/F3 V617F tox	NPY Y1 blocker
16	1	4	-1	3
17	-14	5	1	-3
18	0	4	-1	7
19	4	7	0	3
20	-2	8	-1	2
21	5	10	-1	1
22	1	1	-4	-5
23	-17	-1	-4	/
24	2	9	9	9
25	1	1	-4	-6
26	5	3	-2	9
27	-1	3	2	1
28	14	6	3	-6
29	-4	0	-4	5
30	0	6	-1	10

Next results.
cpd	SMILES	S1P4 antagonist	RBBP9 inhibitor	NPY1 pot ag	S1P4 agonist	NPY2 pot ag
31	CCN(CC)C(=O)CSc1ccc(C(F)(F)F)cc1[N+](=O)[O-]	-16	0	-4	0.6	-2
32	Cc1ccc(S(=O)(=O)N2CCN(c3cnn(C)c(=O)c3Cl)CC2)cc1	-7	-13	-18	1.4	3
33	CCN(CC)S(=O)(=O)c1cccc(NC(=O)CN2C(=O)c3ccc([N+](=O)[O-])cc3C2=O)c1	3	-4	7	2.3	-6
34	O=C(CNC(=O)c1cccs1)NCCN1CCC(Cc2ccccc2)CC1	-19	-5	-12	0.1	3
35	Cc1ccc(NS(=O)(=O)c2ccc(NC(=O)c3ccc(-c4ccccc4)cc3)cc2)c(C)c1	-9	-7	-8	-0.9	1
36	CCC(=O)c1ccc(OCc2ccc(C(=O)OC)cc2)c(OC)c1	-7	-4	-5	-3.9	-7
37	O=C(O)C1C2C=CC(C2)C1C(=O)Nc1ccc(C(=O)N2CCCCC2)cc1 (centres undefined)	-26	-9	-1	1.6	9
38	Cc1ccccc1NC(=O)NCCc1nc2ccccc2[nH]1	-1	-2	-20	0.9	-11
39	Nc1nc(N)nc(-c2ccccc2O)n1	-15	-5	5	0.0	-7
40	Cc1cnc(NC(=O)CN2C(=O)C3CC=CCC3C2=O)s1 (centres undefined)	-12	-3	4	-0.3	5
41	Cc1nnc(SCc2ccc([N+](=O)[O-])cc2)o1	-19	-4	-4	1.2	-9
42	O=[N+]([O-])c1cc(Br)cc(/C=N/n2cnnc2)c1O	1	-5	-14	-0.2	-4
43	COc1cccc(-c2cc(C(=O)Nc3cc(C)n(Cc4ccc(Cl)cc4)n3)no2)c1	-21	-9	6	0.1	9
44	O=C(CSc1ncnc2ccccc12)NCCc1ccccc1	-2	-19	11	0.2	15
45	CC(NC(=O)COc1ccc(Oc2ccccc2)cc1)C(=O)O (centres undefined)	-1	5	0	-0.2	-4
46	COc1cccc(C2=CC(c3ccccc3)n3nnnc3N2)c1 (centres undefined)	-7	-3	-7	0.5	-16
47	Cc1cc(N/N=C/c2cccc(Br)c2)nc2ccccc12	2	0	-35	-0.2	-14
48	COC(=O)C1=C(C)N(c2cc(C)cc(C)c2)/C(=C/c2ccco2)C1=O	-18	-6	5	0.6	7

cpd	Runt-CBFb FRET	BaF3 parental	Ba/F3 V617F tox	NPY Y1 blocker
31	-3	8	-1	4
32	-1	5	1	10
33	0	8	0	2
34	2	12	1	5
35	/	1	1	1
36	-4	2	-3	7
37	1	2	-4	-4
38	-1	3	2	7
39	1	3	0	-1
40	-3	3	1	4
41	3	6	3	2
42	-6	4	4	-1
43	1	1	-3	0
44	-2	3	-2	5
45	1	4	-2	4
46	0	0	3	5
47	-4	2	-2	-3
48	2	2	-4	-5

Reformatted with values under each structure: part of the list above.
Values run as follows: S1P4 antagonist	RBBP9 inhibitor	NPY1 pot ag	S1P4 agonist	NPY2 pot ag	Runt-CBFb FRET	BaF3 parental	Ba/F3 V617F tox	NPY Y1 blocker
47) Cc1cc(N/N=C/c2cccc(Br)c2)nc2ccccc12
    2	0	-35	-0.2	-14	-4	2	-2	-3
48) COC(=O)C1=C(C)N(c2cc(C)cc(C)c2)/C(=C/c2ccco2)C1=O
    -18	-6	5	0.6	7	2	2	-4	-5
